Screens deposited in PubChem by several laboratories.
ZTA DNA inh: blocks Epstein-Barr virus ZTA, an EBNA-1 counter-screen | P03206 | 320,000 compounds, 0.15% hits | inhibition, % at 11 µM | ZTA-DNA binding, fluorescence polarization; in the data active = inhibition above about 33%
Target sequence (P03206 whole entry, looked up): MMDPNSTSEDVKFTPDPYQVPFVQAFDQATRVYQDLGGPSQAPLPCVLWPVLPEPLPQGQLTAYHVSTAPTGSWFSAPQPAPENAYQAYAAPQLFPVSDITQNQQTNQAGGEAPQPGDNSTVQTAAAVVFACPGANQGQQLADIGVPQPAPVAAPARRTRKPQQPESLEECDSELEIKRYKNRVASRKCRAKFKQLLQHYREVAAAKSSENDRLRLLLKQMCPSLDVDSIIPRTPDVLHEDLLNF
HCV core dimer: blocks dimerization of HCV core protein. TR-FRET GST/Flag-core106 dimerization, 1536-well. inhibition, % at 5 µM. 300,000 compounds, 0.33% hits. AID 1899;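 active = inhibition above the mean of all tested compounds plus 3 SD, set per screening campaign, cut at about 45% in these data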
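Test system: GST/Flag-tagged HCV core106 proteins; Medium: KF-containing HEPES buffer, pH 7.45, DTT, CHAPS, BSA; Times: compound-protein-antibody incubation 4 h at 22.5 °C; Detection: TR-FRET 671 and 617 nm emission; Benchmarks: wells lacking GST-core106 and wells with excess unlabelled core106.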
PREPL inhibitor: human PREPL enzyme inhibition. Q4J6C6. recombinant PREPL, fluorescence polarization activity-based probe. inhibition, % at 5.96 µM. 320,000 compounds, 0.68% hits; in the data active = inhibition above about 43%;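 note: 0% = enzyme with DMSO and 100% = wells lacking enzyme; many of its hits are not listed in these tables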
PP1 counter: PP1-alpha (human) inhibition in PP5 counter-screen. P62136. purified PP1alpha, OMFP fluorescence. inhibition, % at 6.7 µM. 320,000 compounds, 0.9% hits;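 active = inhibition above the mean inhibition of all tested compounds plus 3 SD, computed separately for each screening campaign, cut at about 15% in these data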
CTSL1 counter: counter-screen for PFM18AAP inhibitors: inhibitors of F. hepatica cathepsin L1; recombinant F. hepatica cathepsin L1, Z-Leu-Arg-MCA fluorescence; inhibition, % at 5.96 µM; 300,000 compounds, 0.49% hits;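 active = inhibition above the mean of all tested compounds plus 3 SD, set per screening campaign, cut at about 17% in these data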;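 note: 0% = plate median of test compound wells and 100% = 1 µM Z-Phe-Ala-diazomethylketone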
Efflux pump mplx: blocks antifungal efflux pumps in multiplex yeast assay; S. cerevisiae Candida pump triplex, Nile Red efflux; 330,000 compounds, 0.44% hits; inhibition, % at 10 µM;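 active = plate passing quality check with inhibition over a set limit, or well fluorescence over plate mean plus 4 SD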;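 note: Nile Red retained in pooled yeast measured as flow cytometry median fluorescence; 0% = buffer negative control and 100% = Enniatin B positive control; higher means more Nile Red kept so more efflux inhibition; some compounds called inactive have numbers as strong as hits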
TPT1 inhibitor: inhibitors of Candida albicans tRNA 2'-phosphotransferase TPT1; recombinant caTPT1, FP RNA substrate dephosphorylation; inhibition, % at 5 µM; 300,000 compounds, 0.81% hits; AID 1962;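 active = inhibition above the mean of all tested compounds plus 3 SD, set per screening campaign, cut at about 24% in these data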;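 note: plate controls were DMSO alone for no effect and ferristatin control at 100 nM for full effect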
PP5 primary: blocks human protein phosphatase 5 activity | inhibition, % at 6.7 µM | purified PP5c, OMFP substrate fluorescence | AID 1987 | P53041 | 320,000 compounds, 0.18% hits;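 active = inhibition above the campaign's mean inhibition across all tested compounds plus 3 SD, cut at about 9.5% in these data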;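 note: 0% = DMSO only and 100% = 100 µM cantharidin control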
Target sequence (P53041 whole entry, looked up): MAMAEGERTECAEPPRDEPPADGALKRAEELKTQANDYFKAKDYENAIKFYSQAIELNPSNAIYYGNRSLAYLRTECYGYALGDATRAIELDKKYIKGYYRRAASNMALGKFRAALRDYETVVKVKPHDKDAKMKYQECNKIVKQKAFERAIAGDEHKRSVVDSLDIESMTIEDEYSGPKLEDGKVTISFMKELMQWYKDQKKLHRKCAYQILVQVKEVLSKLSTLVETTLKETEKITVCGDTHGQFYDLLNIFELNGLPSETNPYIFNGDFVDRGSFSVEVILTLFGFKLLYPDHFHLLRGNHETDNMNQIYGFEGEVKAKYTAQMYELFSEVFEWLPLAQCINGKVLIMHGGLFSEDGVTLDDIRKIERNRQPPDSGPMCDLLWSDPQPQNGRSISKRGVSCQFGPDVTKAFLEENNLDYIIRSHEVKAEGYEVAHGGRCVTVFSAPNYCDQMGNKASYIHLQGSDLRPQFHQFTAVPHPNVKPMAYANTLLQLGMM
EBNA-1 inhibitor: blocks EBNA-1 binding to DNA; EBNA-1 DNA binding, fluorescence polarization; inhibition, % at 14.8 µM; 300,000 compounds, 0.34% hits; in the data active = inhibition above about 28%
The depositor's hits bear a star. Only part of the results is shown, so the mix of outcomes need not match the whole.

SMILES	ZTA DNA inh	HCV core dimer	PREPL inhibitor	PP1 counter	CTSL1 counter	Efflux pump mplx	TPT1 inhibitor	PP5 primary	EBNA-1 inhibitor
O=C(CSc1ccsc1[N+](=O)[O-])NCc1ccco1	-1.7	-3.1	7.8	0.7	1.6	-0.1	0.1	2.3	-3.4
O=C(CCCCCn1c(=S)[nH]c2ccc(Br)cc2c1=O)NCC1CCCO1 (stereo not drawn)	-6.3	1.6	20.7	-0.6	9.3	0.0	0.1	1.9	-0.5
CCSc1ncnc2c1sc1nc(-c3ccco3)c3c(c12)CC(C)(C)OC3	-7.2	65.3*	-5.4	-0.1	-2.9	-0.1	-2.5	0.8	1.9
CN1C(C(=O)Nc2ccc(OC(F)(F)F)cc2)=CC(c2cccs2)=NS1(=O)=O	31.1	2.9	-2.8	4.2	4.8	-0.1	-2.0	3.0	-0.1
COC(=O)Cc1ccc(NC(=O)c2ccccc2Br)cc1	-12.4	3.9	11.0	-2.0	-2.1	-0.5	0.4	1.9	1.7
O=C(N/N=C1/CCCc2ccccc21)c1cc([N+](=O)[O-])cc([N+](=O)[O-])c1	-9.0	7.1	12.5	-0.7	0.7	-0.3	1.6	-0.6	-4.3
COc1ccc(-n2c(CCc3ccccc3)nnc2SCC(=O)c2ccccc2)cc1	-11.0	8.2	-14.8	1.0	-5.8	-0.3	-0.6	2.9	-10.6
CC(C)(C)c1ccc(C(=O)n2cnc3ccccc32)cc1	6.5	10.2	-1.8	-0.6	-0.7	-0.1	-1.2	1.0	-0.6
COc1cccc(NC(=O)CN(C)C(=O)CSc2nc3ccccc3s2)c1	-4.5	-12.1	1.3	10.0	12.9	0.1	-4.6	-0.1	-7.8
COCCCn1c(=O)c2sccc2n(Cc2cc(C(=O)OC)ccc2OC)c1=O	-20.6	-6.4	11.8	2.9	2.7	0.1	-3.9	0.6	-8.1
COc1ccc(/C=N/N2C(=O)CSC2=S)cc1Br	-5.0	-2.0	20.4	25.1*	1.3	-0.1	37.5*	-1.1	4.4
NC(=O)NC(=O)COC(=O)c1cccc(S(=O)(=O)N2CCCCCC2)c1	-6.5	0.7	6.3	-4.9	-9.5	-0.1	2.3	-1.4	-6.5
COc1nc(NC2CCCCC2)nc(N2CCCCCC2)n1	-33.0	3.6	11.0	0.9	2.2	0.1	-9.0	3.4	-8.4
COc1ccc(-c2nc3ccc(C)cn3c2NCc2ccccc2)cc1SC1CCCCC1	12.8	4.8	7.8	17.4*	1.8	-0.1	-3.0	3.5	5.1
CCOc1nnnc2c1sc1nc(N3CCOCC3)c3c(c12)CCCC3	-10.1	4.0	-2.9	-0.3	-1.8	-0.1	-0.2	0.9	8.8
Clc1ccccc1CSc1cc2c(nn1)-c1ccccc1CC2	-18.9	8.7	5.1	0.2	-2.6	-0.5	1.2	1.8	-3.5
Cc1nn(C)c(Oc2cccc(C(F)(F)F)c2)c1C=O	8.2	1.5	-0.8	-4.0	0.6	-0.2	-5.3	-1.9	-0.9
N/C(=N\NC(=O)c1ccccc1)c1cc2ccccc2oc1=O	11.1	1.2	-10.0	-1.6	-0.7	0.0	5.0	0.7	3.6
CCCN(CCC)CCNC(=O)c1cc2c(-c3ccc(Cl)cc3)nn(C)c2s1	9.4	0.1	-82.6	7.9	2.0	0.0	-2.0	-1.5	-9.3
Cc1cc(Cl)ccc1OC(C)C(=O)Nc1cnn(CCCC(=O)O)c1 (stereo not drawn)	-14.7	-0.5	-6.2	-4.4	-1.5	0.1	0.2	3.5	-13.2

By substructure, those above containing an aryl thioether with sulfur outside any ring (6)
SMILES	ZTA DNA inh	HCV core dimer	PREPL inhibitor	PP1 counter	CTSL1 counter	Efflux pump mplx	TPT1 inhibitor	PP5 primary	EBNA-1 inhibitor
O=C(CSc1ccsc1[N+](=O)[O-])NCc1ccco1	-1.7	-3.1	7.8	0.7	1.6	-0.1	0.1	2.3	-3.4
CCSc1ncnc2c1sc1nc(-c3ccco3)c3c(c12)CC(C)(C)OC3	-7.2	65.3*	-5.4	-0.1	-2.9	-0.1	-2.5	0.8	1.9
COc1ccc(-n2c(CCc3ccccc3)nnc2SCC(=O)c2ccccc2)cc1	-11.0	8.2	-14.8	1.0	-5.8	-0.3	-0.6	2.9	-10.6
COc1cccc(NC(=O)CN(C)C(=O)CSc2nc3ccccc3s2)c1	-4.5	-12.1	1.3	10.0	12.9	0.1	-4.6	-0.1	-7.8
COc1ccc(-c2nc3ccc(C)cn3c2NCc2ccccc2)cc1SC1CCCCC1	12.8	4.8	7.8	17.4*	1.8	-0.1	-3.0	3.5	5.1
Clc1ccccc1CSc1cc2c(nn1)-c1ccccc1CC2	-18.9	8.7	5.1	0.2	-2.6	-0.5	1.2	1.8	-3.5

Next part:
SMILES	ZTA DNA inh	HCV core dimer	PREPL inhibitor	PP1 counter	CTSL1 counter	Efflux pump mplx	TPT1 inhibitor	PP5 primary	EBNA-1 inhibitor
Cn1c(CCNS(=O)(=O)c2ccccc2)nc2cc([N+](=O)[O-])ccc21	-5.0	-8.8	-5.1	-2.4	-3.5	0.1	0.7	1.6	-12.0
CCOC(=O)CCC(NC(=O)CCC(=O)NC(CCC(=O)OCC)C(=O)OCC)C(=O)OCC (stereo not drawn)	9.8	1.0	-2.7	-4.5	-3.1	0.1	3.0	-1.2	-6.5
COC(=O)c1ccc(CN(C)S(=O)(=O)c2cccs2)cc1	-11.3	-3.1	2.9	-1.0	-5.5	0.3	3.6	1.1	-0.2
CCOC(=O)C1CCN(C(=O)c2cccnc2Cl)CC1	2.0	-1.1	3.3	-0.4	-0.6	-0.3	-2.8	-0.6	7.4
COc1nc(OC)nc(Oc2ccc([N+](=O)[O-])cc2Cl)n1	-9.5	-3.8	6.5	-1.1	-2.8	-4.3	2.5	0.0	11.5
O=C(NCc1ccc2c(c1)OCO2)C1CCCN(S(=O)(=O)c2cccc3nonc23)C1 (stereo not drawn)	-2.0	34.7	2.1	3.0	-0.8	-0.2	8.1	-0.3	-4.3
CS(=O)(=O)Nc1ccc(-c2nnc3n2CCCCC3)cc1	7.4	0.2	4.9	-2.8	0.2	0.0	-0.4	-0.2	3.0
COc1ccc(S(=O)(=O)N2CCC(C(=O)NCCN3CCOCC3)CC2)cc1C	-4.9	-4.3	4.5	-0.4	1.3	0.0	6.3	-0.5	-6.1
COc1ccc(OCC(=O)NCc2ccc(Cl)cc2)cc1	3.2	-4.1	-7.9	-3.7	1.4	-0.1	-1.8	-2.1	-1.5
CC1CN(S(=O)(=O)c2ccc(NC(=O)CCN3C(=O)c4ccccc4C3=O)cc2)CC(C)O1 (stereo not drawn)	-4.8	6.8	5.0	-8.1	10.7	-0.3	0.1	0.1	-0.3
C#CCSc1nnc(-c2c[nH]c3ccccc23)n1C	5.9	-1.4	-8.2	0.8	0.1	0.3	-0.3	1.8	-2.6
Cc1ccc2c(c1)N(C(C)C(=O)NCCc1ccccc1)C(=O)CO2 (stereo not drawn)	3.9	-0.7	-29.6	5.0	2.4	0.1	0.7	3.4	4.8
COc1ccc(N2CCN(C(=O)C3CCN(S(=O)(=O)c4ccc5c(c4)oc(=O)n5C)CC3)CC2)cc1	-1.9	-3.8	-1.4	-1.4	2.7	-0.1	-3.1	-2.5	5.4
CC(c1ccon1)N(C)Cc1cn(C)nc1-c1ccc2c(c1)OCCO2 (stereo not drawn)	15.8	6.2	7.6	-0.2	-2.6	0.2	-0.9	0.1	-17.1
CN1CCN(C(=O)c2ccc(C(F)(F)F)cc2)CC1	14.3	-2.6	-4.3	-0.2	-4.8	0.0	-0.2	-2.5	-0.9
CC1CCC(NC(=O)C2CCC(CNc3c(N4CCCCC4)c(=O)c3=O)CC2)CC1 (stereo not drawn)	1.2	0.1	-1.3	-3.1	-0.9	-0.1	-2.2	-1.9	-6.1
O=c1c2ccccc2nnn1CSc1nc2sc3c(c2c(=O)n1CC1CCCO1)CCC3 (stereo not drawn)	12.0	9.4	-2.3	-3.0	6.5	0.0	-0.2	0.4	-0.1
COc1ccc(NCN2C(=O)C3C4C=CC(C4)C3C2=O)cc1 (stereo not drawn)	0.4	0.8	3.8	-2.7	-1.8	0.1	1.6	-1.1	0.7
CCOC(=O)CSc1ccc2nnc(CCNS(=O)(=O)c3ccc(C)cc3)n2n1	-17.8	-4.0	8.2	2.8	-1.6	-0.1	-0.3	-2.9	0.2
COc1ccccc1NC(=O)CCNS(=O)(=O)c1ccc2[nH]c(=O)oc2c1	-11.0	4.0	2.4	-2.0	1.0	0.1	0.9	1.0	-4.2
COc1cc2ccccc2cc1C(=O)Nc1ccccc1N1CCN(S(C)(=O)=O)CC1	-17.8	23.5	7.3	1.5	-1.5	0.2	-3.8	5.3	-0.4
Cc1cccc(CCNC(=O)c2cccc3c2C(=O)N(C2CCCCC2)C3)c1	6.9	17.5	-9.7	6.0	1.6	-0.1	0.9	3.9	7.3
C=CCSc1nnc(NC(=O)C2=COCCO2)s1	0.0	-1.2	4.8	-4.6	1.2	0.1	-0.9	-0.8	4.2
CCC(Nc1nc(-c2ccccc2)nc2ccccc12)C(=O)O (stereo not drawn)	-8.3	0.8	16.0	0.2	-1.8	-0.2	-1.3	2.2	10.3
Cc1ccc(CNC(=O)Cn2c(=O)n(CC(=O)N3CCCCC3)c(=O)c3sccc32)cc1	7.0	2.4	1.7	-3.1	-1.3	-0.1	-0.4	0.5	-0.6
O=C(CN(C1CCCCC1)S(=O)(=O)c1ccc(F)cc1)Nc1ccc2c(c1)OCO2	6.3	8.4	18.3	0.7	6.1	0.2	-2.6	6.0	2.7
CC(=O)Nc1cccc(C(=O)OC(C)C(=O)NC(=O)NC2CCCCC2)c1 (stereo not drawn)	8.8	-0.8	2.9	-3.8	5.2	-0.2	-4.3	0.2	8.3
COc1ccc(C2Nc3ccccc3C(=O)N2O)cc1CN1CCOCC1 (stereo not drawn)	0.1	0.6	14.7	-2.2	2.6	0.0	-1.7	-1.4	-2.7

By substructure: those above containing a furan ring, fused or not (two)
SMILES	ZTA DNA inh	HCV core dimer	PREPL inhibitor	PP1 counter	CTSL1 counter	Efflux pump mplx	TPT1 inhibitor	PP5 primary	EBNA-1 inhibitor
O=C(CSc1ccsc1[N+](=O)[O-])NCc1ccco1	-1.7	-3.1	7.8	0.7	1.6	-0.1	0.1	2.3	-3.4
CCSc1ncnc2c1sc1nc(-c3ccco3)c3c(c12)CC(C)(C)OC3	-7.2	65.3*	-5.4	-0.1	-2.9	-0.1	-2.5	0.8	1.9

Part of the list above, limited to HCV core dimer, PP5 primary and PP1 counter:
canonical_smiles | HCV core dimer | PP5 primary | PP1 counter
O=C(N/N=C1/CCCc2ccccc21)c1cc([N+](=O)[O-])cc([N+](=O)[O-])c1 | 7.1 | -0.6 | -0.7
COc1ccc(-n2c(CCc3ccccc3)nnc2SCC(=O)c2ccccc2)cc1 | 8.2 | 2.9 | 1.0
